KDM5B inhibitor = Primary screen for KDM5B Histone Demethylases FDH-coupled qHTS; Lysine-specific demethylase 5B (Homo sapiens), Q9UGL1; KDM5B demethylase, FDH-coupled NADH fluorescence (FDH is formaldehyde dehydrogenase); Potency, µM (doses to about 57.7 µM), for inactives: top-dose activity change, negative = inhibition, most hits filed as inhibitors; actives 2.6% (n = 220,000); active = well fitted inhibition curve with a large enough effect; inconclusive = small, poorly fitted or top-dose-only effect; inactive = no such curve, though single readings can be large or run the other way; note: 0% is about no effect; nearly all actives have a fitted effect of over 70% in size
Target sequence (Q9UGL1 whole entry, looked up): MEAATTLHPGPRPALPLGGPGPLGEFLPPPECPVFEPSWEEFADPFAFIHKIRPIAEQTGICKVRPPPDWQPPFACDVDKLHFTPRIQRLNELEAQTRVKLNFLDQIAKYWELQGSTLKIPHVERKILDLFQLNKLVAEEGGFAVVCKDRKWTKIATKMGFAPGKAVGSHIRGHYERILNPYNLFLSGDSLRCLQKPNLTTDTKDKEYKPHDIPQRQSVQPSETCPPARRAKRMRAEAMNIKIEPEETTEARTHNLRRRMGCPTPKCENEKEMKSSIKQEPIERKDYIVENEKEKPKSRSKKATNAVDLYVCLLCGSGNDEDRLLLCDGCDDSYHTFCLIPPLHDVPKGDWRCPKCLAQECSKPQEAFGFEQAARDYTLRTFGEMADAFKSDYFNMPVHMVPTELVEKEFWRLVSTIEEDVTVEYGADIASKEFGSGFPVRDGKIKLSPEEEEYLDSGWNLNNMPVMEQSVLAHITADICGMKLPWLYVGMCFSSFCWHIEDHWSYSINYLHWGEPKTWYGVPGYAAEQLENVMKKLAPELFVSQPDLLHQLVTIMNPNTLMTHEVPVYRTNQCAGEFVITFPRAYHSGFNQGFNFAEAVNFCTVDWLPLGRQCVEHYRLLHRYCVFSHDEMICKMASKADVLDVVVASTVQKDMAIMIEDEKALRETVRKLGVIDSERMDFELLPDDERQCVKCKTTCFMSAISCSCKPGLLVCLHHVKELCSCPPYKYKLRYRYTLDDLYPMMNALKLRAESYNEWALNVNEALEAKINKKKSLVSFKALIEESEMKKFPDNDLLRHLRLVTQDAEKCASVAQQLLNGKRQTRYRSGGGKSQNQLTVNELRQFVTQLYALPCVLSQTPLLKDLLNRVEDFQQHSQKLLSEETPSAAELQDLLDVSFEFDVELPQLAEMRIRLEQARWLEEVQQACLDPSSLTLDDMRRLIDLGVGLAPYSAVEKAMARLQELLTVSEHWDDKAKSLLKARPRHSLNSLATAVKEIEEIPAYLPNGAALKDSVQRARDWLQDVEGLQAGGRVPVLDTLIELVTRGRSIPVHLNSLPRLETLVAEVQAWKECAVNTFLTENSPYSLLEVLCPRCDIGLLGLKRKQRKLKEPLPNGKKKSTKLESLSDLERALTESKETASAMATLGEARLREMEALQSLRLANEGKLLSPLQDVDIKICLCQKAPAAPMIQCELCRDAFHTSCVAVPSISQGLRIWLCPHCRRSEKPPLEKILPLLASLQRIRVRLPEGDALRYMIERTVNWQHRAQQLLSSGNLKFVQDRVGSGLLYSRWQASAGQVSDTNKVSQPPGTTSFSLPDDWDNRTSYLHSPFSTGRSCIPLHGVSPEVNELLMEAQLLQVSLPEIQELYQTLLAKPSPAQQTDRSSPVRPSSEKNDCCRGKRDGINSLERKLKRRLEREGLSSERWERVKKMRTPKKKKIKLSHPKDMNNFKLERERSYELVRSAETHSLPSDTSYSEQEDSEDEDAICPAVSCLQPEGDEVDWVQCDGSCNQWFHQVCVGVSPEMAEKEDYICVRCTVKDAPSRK
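KDM5BΔAP (200 nM final) in 50 mM HEPES pH 7.5, 0.01% Tween-20 was preincubated 10 min at RT with compound over a concentration range. Substrate mix (H3K4me3 12.5 µM, α-KG 25 µM, Fe²⁺, ascorbate, NAD⁺, FDH) was added, and NADH fluorescence change over 30 min gave dose-response curves.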
The depositor's hits bear a star; i = inactive; ? = inconclusive; & = joins results of further samples; [ ] = remark or other dose. Potency is the fitted concentration of half-maximal effect. These rows are one share of the data; count on the stated rates, not on these rows.

mol | KDM5B inhibitor
COc1ccc(NC(=O)CCc2ncc(-c3ccccc3)o2)cc1 | 8%
COc1ccccc1NC(=O)c1cc(=O)c2c(C)cc(C)cc2o1 | 16%
CC(C)(C)CC(=O)NC[C@H]1OC[C@@H](N(Cc2ccccc2)Cc2ccccc2)[C@@H]1O | -3%[86.2 µM]
O=C(COCc1ccccc1)N1CC[C@H]2COC(=O)N2c2cc(F)ccc2C1 | 6%[86.2 µM]
Cc1oc(-c2cccs2)nc1C(=O)NC(C)COCC(F)(F)F (stereo not given) | ?
O=C(NCC1CCN(Cc2cccc(Cl)c2)CC1)Nc1ccc(F)c(Cl)c1 | -35%
COc1cc(OC)c(NC(=O)CCn2cnc3onc(-c4ccc(F)cc4)c3c2=O)cc1Cl | -31%
CCOC(=O)c1ccc(Nc2c(-c3ccc(OC)cc3)nc3nc[nH]n23)cc1 | ?
CCN1c2cc(C(=O)Nc3ccc(F)cc3)ccc2C(=O)N2CCCCCC21 (stereo not given) | ?
CCCS(=O)(=O)c1ncc(Cl)c(C(=O)N(Cc2ccccc2)Cc2ccco2)n1 | 18%
Cc1nc2c(c(-c3ccc(O)cc3)n1)CN(C(=O)c1ccc(F)cc1)CC2 | -10%
CCCOc1c(Cl)cc(/C=C/C(=O)c2ccc(O)c(OC)c2)cc1OCC | -22%
COc1ccccc1N1CCN(C(CNC(=O)C(=O)NCc2ccc(C)cc2)c2cccnc2)CC1 (stereo not given) | -3%
O=C(c1ccc2nc(-c3ccc(F)cc3)cn2c1)N1CCC(F)CC1 | 28µM*
COc1cc(OC)c(OC)cc1CNC(=O)c1cc(Cl)ccc1O | 10%
O=c1c2c(-c3cccs3)csc2ncn1/N=C/c1ccccn1 | -19%
Cn1c(Sc2ncnc3sccc23)nnc1-c1ccc(F)cc1 | 5%
CN1C(=O)C2(CCN(C(=O)c3ccccc3)C2)c2ccccc21 (stereo not given) | 13%[86.2 µM]
COc1ncccc1-c1nc(-c2c(C)noc2C)cc2[nH]c(C)cc12 | i
O=C(O)C(c1c[nH]c2cc(Cl)ccc12)N1CCN(Cc2cccc3ccccc23)CC1 (stereo not given) | ?
O=C1NCCOCCN(C(=O)Nc2ccc3c(c2)OCCO3)[C@@H]2CCCC[C@H]12 | -19%
Cc1ccccc1CNC(=O)[C@H]1CN(Cc2ccccc2)C[C@H]1C(=O)O | -12%
O=C(Nc1ccc2nc(SCC(=O)N3CCOCC3)sc2c1)c1cccc(Cl)c1 | ?
O=C(CN1CCN(C(=O)CCNS(=O)(=O)c2ccc3ccccc3c2)CC1)Nc1ccc(F)cc1 | -9%
COc1ccc(C(=O)c2sc(Nc3ccccc3)nc2N)cc1 | 13%&-16%
Cc1ccc(C(=O)NCCN2CCCC2)cc1 | -10%
Cc1c(Cl)ccc(S(=O)(=O)NCCCO)c1Cl | 18%
Cc1cc(CNC(=O)c2cc(C)nc3ccccc23)c2ccccc2n1 | -17%
CN(C)c1cccc(C(=O)N2CCC3(CC2)N=C(c2ccccc2)NO3)c1 | -29%
O=C(O)/C=C/c1cc(Cl)ccc1OCc1ccccc1Br | -23%
O=C(c1ccc(C(F)(F)F)cc1)N1CCC2(CN[S+](=O)([O-])c3cccnc3O2)C1 (stereo not given) | 26%[115 µM]
CCCCCCn1c(SCC)nc2c1c(=O)[nH]c(=O)n2C | 10%
Cc1ccc(S(=O)(=O)N[C@H]2C[C@@H](c3nc(C(C)C)no3)N(C)C2)cc1 | 5%[86.2 µM]
Cc1ccc(-c2[nH]ncc2CNC(C)c2cccs2)cc1 (stereo not given) | -3%
Cc1ccc(C(=O)NC2CCCN(c3cc(N(C)C)ncn3)C2)s1 (stereo not given) | -16%
Cc1c(-c2ccc(Cl)cc2)c(=O)oc2c(CN3CCN(CCO)CC3)c(O)ccc12 | 22%
Cn1c(=O)c2c(ncn2CC(=O)NCC(C)(c2ccccc2)c2ccccc2)n(C)c1=O | 8%
CN1c2cc(C(=O)Nc3ccc4c(c3)OCCO4)ccc2C(=O)N2CCCCC21 (stereo not given) | ?
O=C(O)CC/C(=N/NC(=O)CNC(=O)c1ccc2c(c1)OCCO2)c1ccccc1 | 22%
COc1cc2ccccc2cc1C(=O)Nc1ccc2oc(-c3ccncc3)nc2c1 | -35%
O=C(COc1cc2oc(=O)cc(-c3ccccc3)c2cc1Cl)NC1CC1 | -11%
Cc1ccc(-n2ncc3c(N4CCN(c5ccc(F)cc5)CC4)ncnc32)cc1 | -12%
COc1ccccc1CNC(=O)CS(=O)(=O)c1ccccc1 | 20%
CN(C)C(=O)N1CCC2(CC1)CN(Cc1ccc(O)cc1)Cc1ccccc1O2 | -7%[115 µM]
COc1cccc(N2C(=O)NC(=NC3CCCCC3)C23CCN(C(=O)c2ccc(C(F)(F)F)cc2)C3)c1 (stereo not given) | 25%[115 µM]
Cc1cc(C)cc(NC(=S)NNC(=O)C(N)=O)c1 | ?
COc1cc(Cl)ccc1C(=O)N1CCC(c2n[nH]c(=O)n2Cc2ccc(F)cc2)CC1 | 30%
COc1cc(C#N)ccc1OC(C)C(=O)Nc1cccc(C)c1 (stereo not given) | -17%
O=C(c1ccccc1Cl)N1CCC(c2nn(Cc3ccccc3)c(=O)[nH]2)CC1 | -12%
CCC(C)NC(=O)[C@H](C)NC(=O)N1CCn2c1nc1ccccc12 (stereo not given in full) | 1%
CC(=O)Nc1ccc(C)cc1S(=O)(=O)N1CCCCCC1c1ccc(C)s1 (stereo not given) | -20%
COc1cccc(CNC(=O)c2cc(-c3cccs3)nc3ccccc23)c1 | ?
CCc1ccc(C(=O)c2cnc3cc(OC)c(OC)cc3c2N2CCOCC2)cc1 | -2%
COc1ccccc1CN1COc2ccc3c(oc(=O)c4ccccc43)c2C1 | 2%
O=C(CCn1ccc(=O)[nH]c1=O)N[C@@H]1COCC[C@@H]1OCc1ccccc1 | 21%
COC(=O)C1=C(C)NC(=O)NC1c1ccc(OC)cc1 (stereo not given) | 5%
O=C(Nc1cccc(C(F)(F)F)c1)N[C@H]1CO[C@H]2[C@@H]1OC[C@@H]2n1cc(-c2ccccn2)nn1 | -8%
CN(C)c1ccc(C(=O)N2CC[C@@H](CC(=O)O)[C@@H](CCN3C[C@@H]4C[C@H](C3)c3cccc(=O)n3C4)C2)cc1 | ?
CN(Cc1ccccc1)c1ccc(-c2nc(-c3ccccn3)no2)cc1[N+](=O)[O-] | -5%
Cc1ccc(NC(=O)C(=O)NCc2ccc(Cl)cc2)cc1 | 3%[11.5 µM]

More results:
mol | KDM5B inhibitor
Cc1ccccc1C(=O)N1CCC(CCC(=O)O)CC1 | -20%
CN(C)C(=O)N(CCCN1CCOCC1)Cc1cccc2ccccc12 | 24%
COc1ccc(C(=O)NCC(c2ccc(N(C)C)cc2)N2CCOCC2)cc1 (stereo not given) | -4%
COCCNC(C)C(=O)C12CC3CC(CC(C3)C1)C2 (stereo not given) | 14%
CC(C)(C)c1ccc(C2CC2C(=O)N/N=C\C(Br)=C\c2ccccc2)cc1 (stereo not given) | -23%
CC(C)C1CC(C)(C)c2ccc(O)cc21 (stereo not given) | -9%
CCc1ccc(NC(=O)Cn2cc(S(=O)(=O)c3ccc(OC)cc3)c(=O)c3ccccc32)cc1 | -5%
COc1ccc(CN(C)CC2CCN(C)C2(C)C)cc1C(=O)O (stereo not given) | 13%
Cc1cc(CSCC(=O)Nc2ccc3c(c2)CCC3)no1 | 19%
CCC(=O)N1CCc2cn(C)c3cccc(c23)C1 | ?
Cn1c2c(c3ccccc31)CCN1CCC[C@]21c1ccccc1 | 3%
O=C1COCCN1C1CCN(S(=O)(=O)c2cccc(C(F)(F)F)c2)CC1 | 0%[115 µM]
Cc1ccc(C(=O)N2CCN(c3cccc(C(F)(F)F)c3)CC2)s1 | 1%
COc1cccc(CNC(=O)Cn2cccc2-c2nc(-c3ccc4c(c3)OCO4)no2)c1 | 28µM*
Fc1ccc(CNc2ccc3nnc(C(F)(F)F)n3n2)cc1 | 13%
CN1[C@@H](CCC(=O)N2CCN(c3ccccc3)CC2)CNC(=O)[C@@H]2[C@H]1CCN2Cc1ccccc1 | ?
COC(=O)c1cccc(C(=O)NCc2cccc(OC)c2)c1 | -4%
COc1ccc(CN2C(=O)COC[C@H]2C(=O)NCc2ccc(Cl)cc2)c(OC)c1 | -26%
COc1ccc(-c2cc(N3CCN(C(=O)c4ccc(C#N)cc4)CC3)n[nH]2)cc1 | 1%
CCC(CC)C(=O)NCc1nc2cccnc2n1Cc1ccc(F)cc1 | -26%
Cc1ccc(S(=O)(=O)c2cn(Cc3ccccc3)c3cc(N4CCCC4)c(F)cc3c2=O)c(C)c1 | -93%
CCOC(=O)c1nc(N(CC)Cc2ccccc2)c2ccccc2n1 | 9%
COCc1nncn1C1CCN(S(=O)(=O)c2ccc(F)c(Cl)c2)CC1 | -4%
CC(C)(C)CNC(=O)c1[nH]cnc1C(=O)NCC1CCCCC1 | -2%
CCOCCCNC(=O)CC1CCCC1 | 6%
COc1cccc(CN2CCNC(=O)C2CC(=O)N(C)Cc2nc(C)cs2)c1OC (stereo not given) | ?
Cc1cnc(C2CC2)n1C1CCCN(C(=O)c2ccoc2)C1 (stereo not given) | -16%
Cc1nc(SCc2cccc(Cl)c2)nc2c1CCCC2 | -4%
O=C(Nc1ccccc1)c1cc2c(-c3ccccc3)nn(-c3ccccc3)c2s1 | -62%
COc1cccc(C(=O)NCC2CCCN(Cc3ccccn3)C2)c1OC (stereo not given) | ?
Cc1nc([C@H]2CCN(Cc3ccc(F)cc3F)C[C@H]2NC(=O)CN(C)C)n[nH]1 | -8%
CN(C)NC(=S)NC1CC2CCC1C2 (stereo not given) | 4%
Cc1ccsc1C(=O)N1CCC2(CC1)N(C)C(=O)CS2(=O)=O | 23%
CCc1nc(-c2c3n(c(=O)n(CC(=O)Nc4cccc(Cl)c4C)c2=O)CCCC3)no1 | 19%
OC(COc1ccc(OCC(O)CN2CCN(Cc3ccccc3)CC2)cc1)CN1CCN(Cc2ccccc2)CC1 (stereo not given) | 7%
Cc1ccc(C(=O)C2CCN(c3nccc(C(F)(F)F)n3)CC2)c(C)c1 | -29%
CN(C)C(=S)NC(C)(C)C | 9%
Cc1cccc(NS(=O)(=O)c2ccc3[nH]c(=O)ccc3c2)c1C | -30%
COCC(=O)N1CCC(Cc2ccc(C(N)=O)cc2)CC1 | 28%
COc1cccc2c1cc1c(=O)n(CC(=O)N3CCN(c4ccccc4)CC3)nc(C)n12 | ?
CN(CCc1noc(C2CN(Cc3ccc(F)c(F)c3)C2)n1)C(=O)C1CC1 | -9%
CCCSc1nc2c(c(=O)n(C)c(=O)n2C)n1Cc1cccc2ccccc12 | 11%
COCCNC(=O)c1ccc(OC2CCN(S(C)(=O)=O)CC2)c(Cl)c1 | -8%
COc1cccc(C(=O)N2CCC(Oc3ncccc3C(=O)N3CCCCC3)C2)c1 (stereo not given) | -15%
Cc1ccc(OCC(=O)Nc2nonc2-c2ccc(Br)cc2)cc1 | -20%
NC(=O)[C@@H](Cc1c[nH]c2ccccc12)NC(=O)[C@@H]1C[C@@H](NS(=O)(=O)c2cccs2)CCN1C(=O)COCC(=O)O | 13%
COc1ccc(CNc2nccc(CCC(F)(F)F)n2)cc1OC | 10%
O=C(c1cc(COc2c(F)cccc2F)on1)N1CCCCC1CCc1ccccc1 (stereo not given) | 5%
Cc1c(CNCc2ccc(OC(C)C)cc2)c(C(=O)O)c(C)n1Cc1ccc(Cl)cc1 | -13%
CCCS(=O)(=O)c1nc(S(=O)(=O)c2ccc(C)cc2)c(NCC(C)C)s1 | -2%
